Rtt109 Vps75: inhibitors of Candida albicans Rtt109/Vps75 histone acetyltransferase | Q5AAJ8 | purified Rtt109/Vps75, ThioGlo CoA-SH fluorescence, 4 h | inhibition, % at 34.9 µM | hit rate 0.16% among 330,000 | AID 540336;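 active = inhibition of at least 50% in every replicate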
SR-BI DiI inh: mouse SR-BI HDL lipid transfer inhibition; Q61009; hit rate 0.96% among 320,000; inhibition, % at 12.5 µM; ldlA[mSR-BI] CHO cells, DiI-HDL uptake fluorescence, 3 h;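 active = mean replicate inhibition of at least 70% and a set share of replicates each scoring 70 or more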;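 note: 0% = median of neutral control wells and 100% = median of positive control wells; values of inactives mirror those of a sister screen read the other way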
Target sequence (Q61009 whole entry, looked up): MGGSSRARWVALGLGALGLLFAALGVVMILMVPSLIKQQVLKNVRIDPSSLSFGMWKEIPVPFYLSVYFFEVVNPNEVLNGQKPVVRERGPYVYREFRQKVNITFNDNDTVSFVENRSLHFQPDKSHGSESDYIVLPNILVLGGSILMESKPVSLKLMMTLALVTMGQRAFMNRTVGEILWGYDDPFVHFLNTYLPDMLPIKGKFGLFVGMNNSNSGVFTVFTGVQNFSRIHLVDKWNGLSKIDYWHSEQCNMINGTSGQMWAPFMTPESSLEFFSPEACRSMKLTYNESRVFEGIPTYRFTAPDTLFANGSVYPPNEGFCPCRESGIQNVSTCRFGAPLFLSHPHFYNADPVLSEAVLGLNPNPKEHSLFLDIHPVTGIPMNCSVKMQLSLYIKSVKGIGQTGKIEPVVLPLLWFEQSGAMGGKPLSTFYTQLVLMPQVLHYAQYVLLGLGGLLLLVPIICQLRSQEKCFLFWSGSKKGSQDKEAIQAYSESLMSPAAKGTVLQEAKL
PvdQ inh: blocks Pseudomonas aeruginosa PvdQ acylase activity. purified PvdQ acylase, fluorescence plate reader. hit rate 0.063% among 340,000. inhibition, % at 10 µM; in the data active = inhibition above about 30%, passing the limit was not always enough;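 note: 0% = vehicle neutral wells and 100% = reference inhibitor wells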
CAL PDZ FP-1: human CAL PDZ-peptide interaction inhibition; AID 504414; hit rate 0.02% among 330,000; Q9HD26; inhibition, % at 20 µM; purified CAL PDZ, TMR-peptide fluorescence polarization, 1 h;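 active = highest replicate inhibition of at least 40%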;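 note: plate controls were DMSO neutral control wells for no effect and unlabeled competitor peptide control wells for full effect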
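Material – purified CerCALP PDZ construct · Detection – FP readout, S and P plane fluorescence · Measure – percent inhibition from loss of millipolarization · Controls – unlabelled peptide for full inhibition, DMSO wells as neutral · Probe or stimulus – TMR-labelled reporter peptide T*-PRC34 bound in PDZ groove · Times – 1 h at RT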
SR-BI uptake up: enhances SR-BI lipid uptake from DiI-HDL | CHO ldlA[mSR-BI] cells, DiI-HDL uptake fluorescence, 3 h; 100 = double the neutral-control signal | activation, % at 12.5 µM | hit rate 0.096% among 320,000 | AID 504775;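 active = mean replicate activation of at least 60% and every replicate at or above 60%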;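 note: 0% = median plate neutral-control signal and 100% = twice that signal; values of inactives mirror those of a sister screen read the other way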
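Test system: SR-BI-overexpressing, LDLR-lacking CHO cells; Medium: Ham's F12 with 0.5% BSA, HEPES 25 mM, pH 7.4; Schedule: 3 h, 37 °C; Technique: bottom-read fluorescence, 550/595 nm.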
NSD2 HMT inh: inhibitors of human histone methyltransferase NSD2; hit rate 0.54% among 310,000; inhibition, % at 12.5 µM; NSD2 peptide methylation, AlphaScreen, 120 min; O96028; in the data active = inhibition above about 50%
CAL PDZ FP-2: CAL PDZ (human) peptide binding inhibition; Q9HD26; purified CAL PDZ, TMR-peptide fluorescence polarization, 1 h; inhibition, % at 24.9 µM; hit rate 0.92% among 300,000; AID 602252;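 active = mean inhibition of at least 30% with at least half of replicates also reaching 30%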;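 note: 0% = DMSO neutral control and 100% = excess unlabeled competitor peptide PRC23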
dFosB act: mouse delta FosB homodimer activation; activation, % at 25 µM; purified delta FosB, TAMRA-CDK5 oligo fluorescence polarization; percent of positive-control signal above neutral wells; P13346; hit rate 0.99% among 340,000; AID 493131;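 active = mean activation above about 17%, with every replicate also reaching it, limit read from the data, passing the limit was not always enough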;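 note: fluorescence polarization rise as delta FosB binds a TAMRA Cdk5 AP-1 oligo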
Target sequence (P13346 whole entry, looked up): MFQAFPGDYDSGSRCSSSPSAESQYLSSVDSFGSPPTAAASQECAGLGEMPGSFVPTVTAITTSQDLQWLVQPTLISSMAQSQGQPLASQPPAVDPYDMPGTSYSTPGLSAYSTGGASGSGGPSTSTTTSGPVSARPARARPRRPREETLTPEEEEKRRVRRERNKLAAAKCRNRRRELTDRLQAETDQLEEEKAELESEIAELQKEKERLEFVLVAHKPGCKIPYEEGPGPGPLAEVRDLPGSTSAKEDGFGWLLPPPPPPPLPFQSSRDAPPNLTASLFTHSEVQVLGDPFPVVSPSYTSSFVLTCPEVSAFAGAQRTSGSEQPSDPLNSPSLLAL
PfHsp90 set2: inhibits growth of yeast expressing Plasmodium falciparum Hsp90. hit rate 0.32% among 310,000. S. cerevisiae expressing PfHsp90, BacTiter-Glo ATP, 48 h; yeast lacking PDR1 and PDR3 efflux regulators. inhibition, % at 9.4 µM;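 active = every replicate shows inhibition above about 80%, whatever the replicate mean, limit read from the data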;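 note: 0% = DMSO neutral controls and 100% = 20 µM radicicol positive controls; yeast relying on Plasmodium falciparum Hsp90 in place of its own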
MITF TRPM1 HTS: increases MITF-driven TRPM1 promoter luciferase signal; SK-MEL-5 TRPM1-promoter luciferase, 24 h; % of positive control, neutral wells = 0; activation, % at 12.5 µM; hit rate 0.75% among 300,000; AID 588334;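 active = mean activation of at least 80% with every replicate also reaching 80%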;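 note: 0% = neutral control wells and 100% = parthenolide positive control wells; values of inactives mirror those of a sister screen read the other way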
An asterisk follows results filed as active; · = no result given.

SMILES	Rtt109 Vps75	SR-BI DiI inh	PvdQ inh	CAL PDZ FP-1	SR-BI uptake up	NSD2 HMT inh	CAL PDZ FP-2	dFosB act	PfHsp90 set2	MITF TRPM1 HTS
Cc1ccc(/C=N/NC(=O)c2nnn(-c3nonc3N)c2CSc2ccccc2)s1	4	-20	10	0.0	20	-5	-3	10	-14	2
CC(=O)O[C@H](COc1c2ccoc2cc2oc(=O)ccc12)C(C)(C)O	-9	-9	-3	-0.8	9	·	0	-7	11	·
CC(C)(C)NC(=O)NCCc1ccccc1	-8	-2	16	-0.9	2	-1	·	0	-8	·
Cc1nnc(SCC(=O)Nc2c(Cl)cccc2Cl)[nH]c1=O	-13	·	-11	-0.5	·	·	·	11	1	-15
CC1CCCC(C)N1C(=O)CSc1nc(N)cc(N)n1 (configuration not stated)	3	·	-11	-0.4	·	-7	·	0	-5	-4
COC(=O)C1=C(C)N(CCc2ccccc2)C(=O)C1(NS(=O)(=O)c1ccc(NC(C)=O)cc1)C(F)(F)F (configuration not stated)	6	54	-8	-0.5	-54	-1	-2	-6	-10	-11
Cc1ccc(NC(=O)C2CCN(S(=O)(=O)c3c(C)nn(C)c3C)CC2)c(Cl)c1	-2	2	-11	-2.8	-2	-1	0	-11	-2	5
COc1ccc(NC(=O)CCN2C(=O)c3ccccc3S2(=O)=O)c(OC)c1	10	-1	4	-1.3	1	49	-2	3	7	6
CC1(C)Cc2ccccc2-c2nc(CN3CCOCC3)[nH]c(=O)c21	4	-14	-16	-2.1	14	-1	7	-7	18	-2
O=C(C1CC(=O)N(C2CCCC2)C1)N1CCN(c2cccc(C(F)(F)F)c2)CC1 (configuration not stated)	-2	20	-14	0.7	-20	-12	-1	-13	16	-4
CC1CC(C)(C)N(C(=O)NC2CCCCC2)c2ccccc21 (configuration not stated)	-16	-1	0	-0.6	1	0	-3	2	3	4
Cc1ccc(S(=O)(=O)CC(O)COc2ccc(F)cc2Cl)cc1 (configuration not stated)	4	-2	6	0.2	2	-3	·	0	3	-7
Cc1cccc(S(=O)(=O)Nc2nc3ccccc3nc2Nc2ccc3c(c2)OCO3)c1	-8	18	-4	-1.5	-18	3	·	-7	-19	3
COc1ccc(Br)cc1/C=C1\Oc2ccccc2NC1=O	·	-12	3	-0.9	12	-2	-6	-8	0	-16
CC(C)NC(=O)N(C)C[C@H]1Oc2ccc(NS(=O)(=O)c3ccc(Cl)cc3)cc2CC(=O)N([C@@H](C)CO)C[C@@H]1C	1	36	-6	-0.3	-36	·	0	3	-5	0
CC1(C)CC(=O)C(c2c[nH]c3ccccc23)C(=O)C1	3	3	-17	-0.9	-3	6	·	-3	-15	-16
CCN=C1NN=C(c2c[nH]c3ccccc23)CS1	·	-8	-3	-0.5	8	5	4	-2	-6	2
CS(=O)(=O)Nc1ccc2c(c1)C(=O)OC2	·	-21	-2	-1.6	21	-1	2	6	·	·
c1ccc(CNc2ccccn2)cc1	-2	1	-4	-0.7	-1	0	-5	1	-11	·
COc1ccc(CCN2C(=O)CSC2c2cccc([N+](=O)[O-])c2)cc1OC (configuration not stated)	1	8	-4	-0.7	-8	7	-4	-2	-14	1
COc1ccccc1-c1cc2nc(C)c(CCC(=O)NCc3ccc(F)cc3)c(C)n2n1	-10	31	3	-1.6	-31	0	-4	-11	-1	7
CC(NC(=O)CSc1nc(=O)cc(N)n1-c1ccccc1)c1ccccc1 (configuration not stated)	10	-8	2	-2.5	8	-3	6	-10	0	6
COc1ccc(-n2c(Cc3cccn3C)nnc2SCC(=O)Nc2ccc(C)cc2C)cc1	7	28	-1	0.4	-28	·	-3	7	21	0
O=C(Cn1nnc(-c2ccc3c(c2)OCO3)n1)NCc1ccccc1	-2	-7	-9	2.0	7	1	-4	3	26	4
COc1ccc(N2CC(C(=O)N[C@@H](CC(C)C)C(=O)NC3CCCCC3)CC2=O)cc1 (some centres not stated)	4	3	-21	-3.9	-3	1	-3	8	-13	-2
CCCCn1c(CCC(=O)O)nc2cc(S(=O)(=O)N(CC)CC)ccc21	0	38	-15	-2.5	-38	6	-4	-6	-22	3
COc1ccc(N/C=C2\C(=O)CCc3c2oc2cc(Cl)c(O)c(Cl)c32)cc1	-3	5	1	0.2	-5	3	-3	-16	-4	0
COc1ccc2nc(C(F)(F)C(F)(F)F)c(C#N)c(N)c2c1	-7	34	-7	-3.0	-34	2	-1	-8	7	12
COc1ccc(N2C(=O)c3ccccc3NC2c2ccc(OC)c(COc3ccccn3)c2)cc1 (configuration not stated)	9	-17	8	-1.0	17	-2	-2	-3	2	28
Cc1ccc(C(=O)N/C(=C\c2ccc(Cl)cc2)C(=O)NCC2CCCO2)cc1 (configuration not stated)	-19	28	-7	-0.4	-28	29	3	-6	-4	-5

Some of these compounds in order of SMILES length, falling:
SMILES	Rtt109 Vps75	SR-BI DiI inh	PvdQ inh	CAL PDZ FP-1	SR-BI uptake up	NSD2 HMT inh	CAL PDZ FP-2	dFosB act	PfHsp90 set2	MITF TRPM1 HTS
COc1ccc(-n2c(Cc3cccn3C)nnc2SCC(=O)Nc2ccc(C)cc2C)cc1	7	28	-1	0.4	-28	·	-3	7	21	0
Cc1ccc(C(=O)N/C(=C\c2ccc(Cl)cc2)C(=O)NCC2CCCO2)cc1 (configuration not stated)	-19	28	-7	-0.4	-28	29	3	-6	-4	-5
COc1ccc2nc(C(F)(F)C(F)(F)F)c(C#N)c(N)c2c1	-7	34	-7	-3.0	-34	2	-1	-8	7	12

Among those listed so far, two have a furan ring, fused or not:
SMILES	Rtt109 Vps75	SR-BI DiI inh	PvdQ inh	CAL PDZ FP-1	SR-BI uptake up	NSD2 HMT inh	CAL PDZ FP-2	dFosB act	PfHsp90 set2	MITF TRPM1 HTS
CC(=O)O[C@H](COc1c2ccoc2cc2oc(=O)ccc12)C(C)(C)O	-9	-9	-3	-0.8	9	·	0	-7	11	·
COc1ccc(N/C=C2\C(=O)CCc3c2oc2cc(Cl)c(O)c(Cl)c32)cc1	-3	5	1	0.2	-5	3	-3	-16	-4	0

The list continues:
SMILES	Rtt109 Vps75	SR-BI DiI inh	PvdQ inh	CAL PDZ FP-1	SR-BI uptake up	NSD2 HMT inh	CAL PDZ FP-2	dFosB act	PfHsp90 set2	MITF TRPM1 HTS
O=C(Cc1ccccc1)NCC(=O)OCc1ccc([N+](=O)[O-])cc1	-6	6	8	-0.9	-6	-3	-4	6	1	-4
COc1ccc(/C(C)=N/NS(=O)(=O)c2ccccc2)c(OC)c1	2	16	-1	-0.3	-16	-6	-2	-5	10	-2
Cc1ccc(NC(=O)CC(C)N2CCCC2)cc1 (configuration not stated)	9	·	-11	-1.1	·	7	-3	-6	-11	-4
COc1cccc(OCCNC(=O)CSc2ccc(C(F)(F)F)cc2[N+](=O)[O-])c1	0	7	1	-2.5	-7	3	-2	-12	-22	-6
N#Cc1c(SCC(=O)Nc2nncs2)sc2c(O)cc(=O)[nH]c12	-1	1	-8	-1.3	-1	111*	-7	-8	-4	-11
O=C(NCc1cc(F)cc(C(F)(F)F)c1)C1CCC(=O)N(C2CCCC2)C1 (configuration not stated)	9	0	-11	-1.3	0	-2	0	-2	27	18
CC(C(=O)N1CCCc2ccccc21)N1CCN(S(=O)(=O)c2ccccc2F)CC1 (configuration not stated)	3	-20	-11	0.3	20	2	·	-12	30	6
Cc1cc(C2C(=O)NC(=O)C2=O)c(C)cc1Br (configuration not stated)	-4	-15	-1	0.3	15	1	-6	-2	·	-4
CN(Cc1ccccc1)C(=O)COC(=O)C1CCN(S(=O)(=O)c2ccc3c(c2)OCCO3)CC1	9	-10	-3	0.1	10	-4	·	-16	-2	3
CC(C)NC(=O)NC(=O)CSc1nnc(-c2c[nH]c3ccccc23)o1	32	-4	11	-2.3	4	-1	0	-11	-6	14

Continued, starting with the last two of the part before.
SMILES	Rtt109 Vps75	SR-BI DiI inh	PvdQ inh	CAL PDZ FP-1	SR-BI uptake up	NSD2 HMT inh	CAL PDZ FP-2	dFosB act	PfHsp90 set2	MITF TRPM1 HTS
CN(Cc1ccccc1)C(=O)COC(=O)C1CCN(S(=O)(=O)c2ccc3c(c2)OCCO3)CC1	9	-10	-3	0.1	10	-4	·	-16	-2	3
CC(C)NC(=O)NC(=O)CSc1nnc(-c2c[nH]c3ccccc23)o1	32	-4	11	-2.3	4	-1	0	-11	-6	14
C=CCn1c(-c2cc3c(s2)CCC(CC)C3)n[nH]c1=S (configuration not stated)	-2	-22	-6	-1.5	22	5	-4	-2	-4	13
O=C(Nc1ccccc1-c1nnc(SCc2ccc(Cl)cc2)o1)c1ccccc1	-4	-4	-1	-1.2	4	0	0	7	9	10
C=CCOC(=O)C1=C(C)NC(=O)NC1/C=C/c1ccccc1OC (configuration not stated)	3	44	4	-0.3	-11	-1	0	0	10	-4
CCC(CC)NC(=O)c1ccc2nc[nH]c2c1	-8	-32	7	1.6	32	-2	·	0	3	·
FC(F)(F)c1ccc(C2NCCc3sccc32)cc1 (configuration not stated)	0	-12	-13	-2.7	12	-1	-2	1	6	11
O=C(NCCC1=CCCCC1)c1cccc(S(=O)(=O)N2CCCCC2)c1	-13	-9	-7	-2.3	9	27	-4	-8	·	-11
Cc1ccc(CN2C(=O)CSC2c2cccnc2)cc1 (configuration not stated)	8	16	6	-0.6	-16	0	0	-1	3	-3
O=C(O)CCC(=O)c1ccc2c(c1)CCCC2	4	-4	20	-0.3	4	·	0	-1	-24	3
NS(=O)(=O)c1ccc(N2CCOCC2)c(C(=O)NCc2ccc3c(c2)OCO3)c1	·	4	-10	-1.0	-4	-1	-5	-2	-1	12
CCSc1nc2c(sc3ccccc32)c(=O)n1C(C)C	-2	-16	-4	-0.2	16	1	-2	-4	-22	-9
CCC(C)Sc1cccc(-c2nc3cc(C)ccn3c2NC2CCCCC2)c1 (configuration not stated)	9	32	0	-0.5	-32	-3	12	-3	3	7
N#CCC(=O)Nc1ccc(C(=O)OCC(=O)Nc2ccc3ccccc3c2)cc1	1	19	-10	-1.1	-19	-1	-1	-14	-11	7

Not a retest: four of the compounds above.
SMILES	Rtt109 Vps75	SR-BI DiI inh	PvdQ inh	CAL PDZ FP-1	SR-BI uptake up	NSD2 HMT inh	CAL PDZ FP-2	dFosB act	PfHsp90 set2	MITF TRPM1 HTS
NS(=O)(=O)c1ccc(N2CCOCC2)c(C(=O)NCc2ccc3c(c2)OCO3)c1	·	4	-10	-1.0	-4	-1	-5	-2	-1	12
CCSc1nc2c(sc3ccccc32)c(=O)n1C(C)C	-2	-16	-4	-0.2	16	1	-2	-4	-22	-9
CCC(C)Sc1cccc(-c2nc3cc(C)ccn3c2NC2CCCCC2)c1 (configuration not stated)	9	32	0	-0.5	-32	-3	12	-3	3	7
N#CCC(=O)Nc1ccc(C(=O)OCC(=O)Nc2ccc3ccccc3c2)cc1	1	19	-10	-1.1	-19	-1	-1	-14	-11	7
